HCMV antiviral: blocks human cytomegalovirus replication; HFF cells, HCMV-luciferase reporter, 72 h; active compounds read low; activity change, negative = inhibition, % at 57.5 µM; 4.5% of 410,000 active; AID 1259415; in the data active = activity change below about -60%; inconclusive = no clear call, values can overlap the other calls; inactive = above about -39%
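Luciferase read-out from HCMV-luciferase-infected HFFs (MOI 1 PFU/cell) 72 h post infection at 37C; compounds added after 16 h cell attachment; activity normalized between buffer-only basal and Salinomycin (10uM) inhibitor controls.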
FBPA Giardia inh: blocks Giardia fructose-bisphosphate aldolase activity. A8B2U2. purified Giardia FBPA. Potency, µM (titrated, usually from 59.6 µM), for the others: at the top dose activity, negative = inhibition, actives largely listed as inhibitors. 0.71% of 290,000 active. AID 2451; note: potency is the fitted concentration of half-maximal effect; nearly all actives have a fitted effect of over 55% in size
Target sequence (A8B2U2 whole entry, looked up): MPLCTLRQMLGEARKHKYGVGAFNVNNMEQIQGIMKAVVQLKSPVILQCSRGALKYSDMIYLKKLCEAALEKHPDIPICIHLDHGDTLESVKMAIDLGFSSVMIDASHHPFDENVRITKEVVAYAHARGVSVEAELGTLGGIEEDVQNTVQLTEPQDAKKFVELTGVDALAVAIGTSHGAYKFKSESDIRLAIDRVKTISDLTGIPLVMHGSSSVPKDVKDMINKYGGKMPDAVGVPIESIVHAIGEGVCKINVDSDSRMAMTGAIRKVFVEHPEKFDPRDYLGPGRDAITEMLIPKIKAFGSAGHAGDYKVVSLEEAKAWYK
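40 nM FBPA preincubated 10 min at RT with compound (up to 57.5 uM final), then substrate plus GAPDH/TPI/NAD/arsenate coupling and diaphorase/resazurin added. Fluorescence read after 20 min at RT, 525/598 nm.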
AMA1 RON2 block: AMA1-RON2 (P. falciparum) interaction inhibition; AlphaScreen AMA1-biotinylated RON2 peptide binding; AID 720542; 0.2% of 360,000 active; Potency, µM (top dose mostly 58.2 µM), without a hit: at the top dose activity change, negative = inhibition, hits mostly inhibitors;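 note: potency is the fitted concentration of half-maximal effect; 0% = vehicle wells and -100% = peptide control; nearly all actives have a fitted effect of over 45% in size; some results filed as inactive show a strong effect at the top dose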
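AMA1 (3D7) with his tag at 25 nM final met compounds first, then biotinylated RON2 peptide at 25 nM; detection used donor plus acceptor beads, 10 µg/mL apiece, read by AlphaScreen after 30 min at room temperature.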
AmpC inh no detg: inhibitors of E. coli AmpC beta-lactamase without detergent; Potency, µM (top dose mostly 57.1 µM), for the others: at the highest dose activity change, negative = inhibition, most hits filed as inhibitors; 0.52% of 330,000 active; AID 485341; AmpC nitrocefin hydrolysis, absorbance 480 nm, 0.0001% Triton; P00811;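 note: potency is the fitted concentration of half-maximal effect; plate controls were no compound for no effect and no enzyme for full effect; nearly all actives have a fitted effect of over 20% in size; some results filed as inactive show a strong effect at the top dose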
Target sequence (P00811 whole entry, looked up): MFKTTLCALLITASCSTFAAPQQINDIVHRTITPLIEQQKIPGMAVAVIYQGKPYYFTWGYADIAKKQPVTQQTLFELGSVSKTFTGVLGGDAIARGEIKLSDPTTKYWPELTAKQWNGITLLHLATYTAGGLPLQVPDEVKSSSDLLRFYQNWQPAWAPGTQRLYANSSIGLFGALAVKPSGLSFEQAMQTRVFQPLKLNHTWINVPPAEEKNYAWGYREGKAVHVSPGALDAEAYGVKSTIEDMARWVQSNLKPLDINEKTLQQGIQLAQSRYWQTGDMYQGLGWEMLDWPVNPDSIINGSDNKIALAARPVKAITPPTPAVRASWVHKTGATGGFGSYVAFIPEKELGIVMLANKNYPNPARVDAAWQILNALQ
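20 mM phosphate pH 7.0 + 0.01% (detergent screen) or 0.0001% Triton X-100; 5.3 nM AmpC reagent; cpd preinc 15 min RT; nitrocefin (800 uM stock) to start; A480 q20 s × 4 min; Activity was normalised to no-enzyme and no-compound control wells.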
AmpC inh detg: inhibitors of E. coli AmpC beta-lactamase with detergent; P00811; AmpC hydrolysis of nitrocefin, absorbance 480 nm, 0.01% Triton; 0.041% of 370,000 active; Potency, µM (highest dose often 114 µM), for the others: at the highest dose activity change, negative = inhibition, hits mostly inhibitors;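 note: potency is the fitted concentration of half-maximal effect; 0% = no-compound wells and -100% = no-enzyme wells; nearly all actives have a fitted effect of over 25% in size; some results filed as inactive show a strong effect at the top dose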
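20 mM phosphate pH 7.0 + 0.01% (detergent screen) or 0.0001% Triton X-100; 5.3 nM AmpC reagent; cpd preinc 15 min RT; nitrocefin (800 uM stock) to start; A480 q20 s × 4 min; Activity was normalised to no-enzyme and no-compound control wells.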
Sm TGR inh: blocks Schistosoma mansoni thioredoxin glutathione reductase; Q962Y6; purified TGR, DTNB reduction, TNB absorbance 405 nm; Potency, µM (top dose mostly 114 µM), without a hit: at the top dose activity change, negative = inhibition, actives largely listed as inhibitors; 3% of 360,000 active; AID 485364; note: potency is the fitted concentration of half-maximal effect; nearly all actives have a fitted effect of over 60% in size
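TGR 20 nM + NADPH 100 uM (dispensed conc.), cpd preinc 15 min RT; start with NADPH (500 uM addition) then DTNB (15 mM addition). Kinetic TNB absorbance, 405 nm filter. Four-parameter Hill fit across titration.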
Starred values were filed as active, the others as inactive; ? = inconclusive; . = not tested or not shown; & = joins results of further samples; ! = not active in a repeat; [ ] = remark or other dose. Unless noted, calls come from the whole dose curve; as a rule, active = well fitted curve in the direction sought with a large enough effect; inconclusive = small, poorly fitted or top-dose-only effect, or another doubt; inactive = no such curve, though single readings can be large; an effect the other way counts as inactive or inconclusive. Unless noted, % is set by controls: 0 for no effect and ±100 for the full control effect.

smiles	HCMV antiviral	FBPA Giardia inh	AMA1 RON2 block	AmpC inh no detg	AmpC inh detg	Sm TGR inh
Cc1[nH]nc2c1C(c1ccc(F)cc1)C1=C(CC(C)(C)CC1=O)N2 (stereo unspecified)	4	1%	6%	-18%	-11%	-17%
C/C(=N/NS(=O)(=O)c1ccc(C)cc1C)c1ccc2c(c1)OCO2	25	0%	8%	-32%	?	-17%
O=C(CSc1nnc(-c2ccccc2)c(-c2ccccc2)n1)NC1CCCCC1	?	.	.	.	0%	-13%
Cc1ccc(C2=NN(CC(=O)NCCc3ccccc3)C(=O)CC2)cc1	8	.	.	.	1%	1%
CC1CCCCC1NC(=O)COC(=O)Cc1ccc(Br)cc1 (stereo unspecified)	39	3%	12%	57%	-14%	-8%
Cc1onc(-c2c(Cl)cccc2Cl)c1NC(=O)N(C)N	-23	4%	29%	-9%	3%	13%
CN(Cc1cn(C)nc1-c1ccccc1F)CC1CCCCO1 (stereo unspecified)	7	5%	0%	2%	-4%	38%[activator]
Clc1nc(Cl)nc(-c2cn(-c3ccccc3)c3ccccc23)n1	.	-17%	?	-18%	-13%	7%
Cc1ccc(/C=N/NC(=O)c2cc3c(s2)CCCC3)o1	-24	.	30%	-31%	-4%	-25%
O=[N+]([O-])c1cc(-c2nc(-c3ccncc3)no2)cc([N+](=O)[O-])c1	45	-9%	12%	-2%	-13%	-3%
Cc1ccsc1/C=N/NC(=S)NCCc1ccccc1	8	2%	67%[activator]	18µM*	-9%	1%
COc1ccc(C(=O)NNC(=S)NC(=O)c2ccco2)cc1	65	6%	53%[activator]	-41%	?	-34%
Cc1cc(SCC(=O)N(C)c2c(N)n(Cc3ccccc3)c(=O)[nH]c2=O)nc2ccccc12	-15	0%	79%[activator]	-1%	0%	0%
Cc1ccc2nc(N3CC(C)OC(C)C3)nc(-c3ccccc3)c2c1 (stereo unspecified)	8	4%	26%	10%	-12%	-15%
CCN1CCN(CCNC(=O)c2ccc(CS(=O)(=O)c3c(Cl)cccc3Cl)o2)CC1	-5	2%	-8%	69%[activator]	4%	2%
CC(C)CNC(=O)COc1ncnc2ccccc12	18	-2%	0%	-2%	2%	-2%
S=c1[nH]nc(-c2ccc(Br)cc2)n1Cc1ccco1	23	7%	10%	?	-3%	-6%
Cc1ccc(CS(=O)(=O)CC(C)(O)c2ccccc2)cc1 (stereo unspecified)	?	-4%	0%	0%	3%	-25%
CN(C(=O)COc1ncnc2c1cnn2-c1ccccc1)C1CCCCC1	-22	4%	13%	-6%	0%	5%
CN(C)S(=O)(=O)c1cc(NC(=O)c2ccc(-n3ccnc3)c([N+](=O)[O-])c2)ccc1Cl	-71*	24%	-4%	-35%	2%	-1%
O=C(CN1C(=O)NC2(CCCCCCC2)C1=O)Nc1ccc(OC(F)F)cc1	-17	.	-4%	-26%	.	.
CCN(c1ccccc1)S(=O)(=O)c1ccc2c(c1)CC(C)N2C(=O)C1CC1 (stereo unspecified)	0	1%	4%	23%	3%	-5%
Cc1cc2nc(/C=C/c3cccnc3)[nH]c2cc1C	-92*	-5%	12%	-55%	?	12%
Cn1ncc(C#N)c1/N=C/N1CCCCCC1	-35	4%	-12%	-11%	-1%	11%
O=c1[nH]cnc2c1sc1nc(-c3ccccc3)c3c(c12)CCCC3	21	3%	25%	-13%	-2%	-7%
Cc1ccc(C(=O)N[C@@H](C)CN2C3=NC[C@H](C)N3C[C@H]2Cc2ccc(O)cc2)cc1Br	.	1%	.	-16%	5%	50µM*
Cc1nn(S(=O)(=O)c2ccc(Cl)cc2)c(C)c1S(=O)(=O)N1CCOCC1	-3	11%	-5%	-8%	-2%	-4%
COc1ccc(/C=C2\SC(=O)NC2=S)cc1OC	21	-1%	43%[activator]	-46%	-6%	18µM*
COc1ccc(/C=N\NC(=O)C2CCCC2)cc1Br	42	.	-7%	-3%	4%	4%
NC(=O)COC(=O)CC1CC2CCC1C2 (stereo unspecified)	-4	7%	-8%	-4%[2.29 µM]	-3%	3%

A draw from above in order of molecular weight, falling.
smiles	HCMV antiviral	FBPA Giardia inh	AMA1 RON2 block	AmpC inh no detg	AmpC inh detg	Sm TGR inh
Cc1ccc(C(=O)N[C@@H](C)CN2C3=NC[C@H](C)N3C[C@H]2Cc2ccc(O)cc2)cc1Br	.	1%	.	-16%	5%	50µM*
O=[N+]([O-])c1cc(-c2nc(-c3ccncc3)no2)cc([N+](=O)[O-])c1	45	-9%	12%	-2%	-13%	-3%
CC(C)CNC(=O)COc1ncnc2ccccc12	18	-2%	0%	-2%	2%	-2%

The list goes on:
smiles	HCMV antiviral	FBPA Giardia inh	AMA1 RON2 block	AmpC inh no detg	AmpC inh detg	Sm TGR inh
COc1cc2[nH]c(=O)n(Cc3ccccc3Cl)c(=O)c2cc1OC	0	4%	-1%	-4%	2%	8%
CCS(=O)(=O)Nc1ccc(-c2cn3c(C)csc3n2)cc1	3	.	.	.	1%	-5%
Cc1cc(C)c(NC(=O)COc2nncc3ccccc23)c(C)c1	6	0%	7%	-22%	-4%	2%
Cc1ccc2ccc3cc(C(=O)N4CCN(c5ccccc5)CC4)nc3c2[nH]1	-31	.	.	.	20%	10%
Cc1ccc2nc(N(CCCN(C)C)C(=O)c3ccc(S(=O)(=O)N4CCCCCC4)cc3)sc2c1	-32	-29%	-10%	218%[activator]	1%	-8%
O=C(Nc1cccc(C(=O)N2CCOCC2)c1)c1ncn[nH]1	51	-12%	-27%	-20%	-9%	6%
CC(=O)Nc1cccc(OCCCOc2ccc([N+](=O)[O-])cc2)c1	-28	4%	-4%	-19%	2%	5%
O=C(O)c1cc(S(=O)(=O)N2CCCc3ccccc32)ccc1Cl	-3	6%	0%	-9%	1%	-12%
Cc1cc(NC(=O)CCC(=O)N(CC(=O)NCC2CCCO2)c2ccccc2C)no1 (stereo unspecified)	28	5%	11%	0%	3%	-24%
O=C1OCC/C1=C\c1ccc(O)cc1	-1	5%	1%	-12%	2%	-6%
Cc1cccc(C(=O)NC(NCCc2ccccc2)C(Cl)(Cl)Cl)c1 (stereo unspecified)	-71*	1%	40%[activator]	-48%	-1%	-6%
O=C(CC1C(=O)NCCN1C(=O)Nc1ccc(F)cc1)Nc1ccc(F)cc1 (stereo unspecified)	7	-9%	0%	23%	1%	-1%
CCN1/C(=C/c2ccc3ccc(C)cc3[n+]2CC)Sc2ccccc21	.	7%	-16%	0%	?	-17%
COc1ccc(N=Cc2c(O)n(Cc3cccs3)c(=O)[nH]c2=O)cc1	?	1%	7%	-6%	15%	6%
O=c1cc(O)c2c(=O)n(-c3ccccc3)c3c(c2o1)CCCCC3	-1	20%	58%[activator]	-17%	?	2%
CC1CCN(S(=O)(=O)c2ccc3[nH]c(=O)[nH]c3c2)CC1	-33	.	0%	-11%	-1%	2%
Cc1nc(Sc2ccc(Br)cc2)c(C#N)c(C)c1[N+](=O)[O-]	-77*	3%	?	-36%	-5%	-12%
Cc1c(-c2ccc(Br)cc2)[n+](=O)c2c(n1[O-])CCCC2	11	6%	3%	-8%	5%	3%
Cc1cccc(-n2c(C)nc3cc(C(=O)NCCC4=CCCCC4)ccc32)c1	11	.	.	.	12%	-6%
COC(=O)C1=C(C)N(C)C(C)=C(C(=O)OC)C1c1cccc(Br)c1	68	-3%	-3%	32%	-14%	-10%
COc1ccccc1-c1coc2c(CN3CCCC(C)C3)c(O)ccc2c1=O (stereo unspecified)	0	-9%	-7%	-5%	6%	28%
CN(Cc1cccs1)C(=O)c1cc(S(=O)(=O)N2CCOCC2)ccc1F	1	.	5%	-2%	-11%	-7%
CNC(=O)c1cc2c(cn1)[nH]c1ccccc12	0	-12%&-16%	13%	.	.	.
COc1cccc(-c2nc(CSCC(=O)NCCc3ccc(Cl)cc3)c(C)o2)c1	-31	.	.	.	-12%	-12%
CCOC(=O)[C@@H]1[C@H]2COc3cc(OC)ccc3[C@@H]2N2C(=O)N(c3cccc(C)c3)C(=O)[C@]12C	-26	.	-10%	101%[activator]	.	.
CCC(C)Sc1ccc(-c2nc3cc(C)ccn3c2NC2CCCCC2)cc1 (stereo unspecified)	-102*!	.	19%&6%	-10%	.	.
COc1ccc(OC)c(C2C(C#N)=C(N)Oc3cc(N)ccc32)c1 (stereo unspecified)	16	-13%	-15%	?	-6%	2%
Cc1nn(C)cc1S(=O)(=O)Nc1ccc(F)c(F)c1	-14	-4%	8%	-14%	-1%	0%
CC(C)OC(=O)CC(NC(=O)OC(C)(C)C)c1ccccc1 (stereo unspecified)	14	1%&2%	-6%	1%	?	-6%
Cc1ccc(S(=O)(=O)N2CCN(Cc3ccccc3)CC2)cc1	-60*	8%	-6%	-1%	4%	15%
CN(C)C1(CNC(=O)c2cccc(S(=O)(=O)NCc3ccccc3)c2)CCCCC1	0	.	10%	-13%	5%	-4%
O=C(NCCCCc1ccccc1)C1CC(c2ccccc2C(F)(F)F)=NO1 (stereo unspecified)	15	-2%	8%	33%	1%	-6%
CC1(C)CC(=O)C2=C(C1)Nc1[nH]c(=S)[nH]c(=O)c1C2c1ccccc1 (stereo unspecified)	37	?	-2%	-23%	-2%	-2%
COC(=O)c1c(-c2cccnc2)csc1NC(=O)c1cc(C)on1	-16	-23%	10%	11%	?	-1%
COc1ccc(CNC(=O)CSc2nccn(-c3ccc(F)c(F)c3)c2=O)cc1	-24	.	12%	-24%	-8%	-17%
Clc1ccc(C2NCCc3sccc32)cc1 (stereo unspecified)	?	0%	-7%	-24%	-5%	.
O=C(c1cccc(NS(=O)(=O)c2ccc(Br)cc2)c1)N1CCCCC1	-25	.	0%	-21%	-12%	2%
O=C(NCc1ccc2c(c1)CCN2C(=O)c1ccncc1)c1ccccc1F	2	.	.	.	-6%	-3%
COCCn1cnc2c1c(=O)n(Cc1ccc(Br)cc1)c(=O)n2Cc1ccccc1	4	2%	-5%	92%[activator]	-9%	2%
COc1ccc2oc(C)c(C(=O)Cn3ccnc3)c2c1	-8	7%	-7%	-11%	-6%	-9%
Cc1ccc(NC(=O)c2cnccn2)c(Br)c1	95	10%	11%	-10%	-17%	-24%
COC(=O)c1cn(NC(=O)/C=C/c2ccc(OC)c(OC)c2)c(=O)c2ccccc12	-28	1%	12%	-18%	-4%	-10%
Cc1cc(C)cc(NC(=O)CN2CCc3cc4c(cc3C2C)OCCCO4)c1 (stereo unspecified)	8	8%	-22%	45%	-18%	-11%
CC(=O)CCc1oc2ccc(C)cc2c1-c1ccccc1	53	7%	-19%	23%	-3%	0%

Compound activity deposited in PubChem BioAssay by National Center for Advancing Translational Sciences (NCATS).
